# Pf growth 96h: P. falciparum growth inhibition at 96 hour, primary screen for plastid delayed-death inhibitors; P. falciparum luciferase reporter growth, 96 h; Potency, µM (titrated, usually from 28.7 µM), without a hit: top-dose activity change, negative = inhibition, actives largely listed as inhibitors; actives 6.9% (n = 320,000); AID 504834; note: potency is the fitted concentration of half-maximal effect; % is set by controls: 0 for no effect and ±100 for the full control effect
#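 96 h incubation, 37 C, 5% CO2, of luciferase-reporter P. falciparum-infected RBCs (2% hematocrit, 0.05% parasitemia final) with test compounds; endpoint luminescence.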
# AmpC inh no detg: AmpC beta-lactamase inhibition without detergent; P00811; AmpC nitrocefin hydrolysis, absorbance 480 nm, 0.0001% Triton; Potency, µM (highest dose often 57.1 µM), for inactives: top-dose activity change, negative = inhibition, actives largely listed as inhibitors; actives 0.52% (n = 330,000);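 note: potency is the fitted concentration of half-maximal effect; plate controls were no compound for no effect and no enzyme for full effect; nearly all actives have a fitted effect of over 20% in size; some results filed as inactive show a strong effect at the top dose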
# Target sequence (P00811 whole entry, looked up): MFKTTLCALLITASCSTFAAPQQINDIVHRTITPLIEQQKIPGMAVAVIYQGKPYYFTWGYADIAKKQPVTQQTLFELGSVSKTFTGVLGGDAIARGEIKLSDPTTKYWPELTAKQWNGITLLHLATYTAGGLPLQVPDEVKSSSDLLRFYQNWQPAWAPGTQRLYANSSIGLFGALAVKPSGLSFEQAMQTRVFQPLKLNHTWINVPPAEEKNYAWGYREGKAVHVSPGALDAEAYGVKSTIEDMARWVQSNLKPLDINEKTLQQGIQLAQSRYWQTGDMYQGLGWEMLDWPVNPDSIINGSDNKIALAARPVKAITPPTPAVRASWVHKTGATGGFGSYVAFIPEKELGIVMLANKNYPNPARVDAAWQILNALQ
#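 AmpC (5.3 nM in the dispensed reagent) in 20 mM phosphate pH 7.0 with 0.01% (detergent screen) or 0.0001% Triton X-100 was preincubated with compounds for 15 min at room temperature. Nitrocefin was then added from an 800 uM solution, and hydrolysis was followed at 480 nm.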
# Shiga inhibitor: blocks Shiga toxin action in Vero cells; Vero cells, Shiga toxin protein synthesis inhibition reporter; inhibition, % at 38.7 µM; actives 9.2% (n = 290,000); in the data active = inhibition mostly above about 28%, no sharp cut-off; inactive = mostly below about 43%; note: 0% is about no effect
# Tb PYK inh: inhibitors of Trypanosoma brucei pyruvate kinase; TbPYK enzyme, Kinase-Glo Plus ATP luminescence, 45 min; Potency, µM (series often up to 76.8 µM), for the others: at the top dose activity, negative = inhibition, hits mostly inhibitors; Q57TT1; actives 0.12% (n = 410,000); note: potency is the fitted concentration of half-maximal effect; % is set by controls: 0 for no effect and ±100 for the full control effect; nearly all actives have a fitted effect of over 50% in size
#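 T. brucei PYK with substrate was exposed to pin-transferred compounds across a concentration series, then started with 130 uM ADP (final). After 45 min at room temperature, Kinase-Glo Plus luminescence was read, normalized and curve-fitted.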
# Pf growth 48h: P. falciparum growth inhibition at 48 hours (one generation). P. falciparum luciferase growth in erythrocytes, 48 h. Potency, µM (highest dose often 28.7 µM), inactives show at the highest dose activity change, negative = inhibition, usual class: inhibitors. actives 5.9% (n = 310,000). AID 504832; note: potency is the fitted concentration of half-maximal effect; % is set by controls: 0 for no effect and ±100 for the full control effect
#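 Luciferase-expressing P. falciparum in infected erythrocytes (2% hematocrit, 0.1% parasitemia final) in RPMI 1640/0.5% Albumax were exposed to compound for 48 hours at 37 C, 5% CO2; growth read as luminescence.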
# LmPK inh: inhibitors of Leishmania mexicana pyruvate kinase; purified LmPK, Kinase-Glo ATP luminescence, 1 h; Q27686; Potency, µM (titrated, usually from 57.5 µM), for inactives: at the top dose activity change, negative = inhibition, hits mostly inhibitors; actives 0.37% (n = 290,000); note: potency is the fitted concentration of half-maximal effect; % is set by controls: 0 for no effect and ±100 for the full control effect
# Target sequence (Q27686 whole entry, looked up): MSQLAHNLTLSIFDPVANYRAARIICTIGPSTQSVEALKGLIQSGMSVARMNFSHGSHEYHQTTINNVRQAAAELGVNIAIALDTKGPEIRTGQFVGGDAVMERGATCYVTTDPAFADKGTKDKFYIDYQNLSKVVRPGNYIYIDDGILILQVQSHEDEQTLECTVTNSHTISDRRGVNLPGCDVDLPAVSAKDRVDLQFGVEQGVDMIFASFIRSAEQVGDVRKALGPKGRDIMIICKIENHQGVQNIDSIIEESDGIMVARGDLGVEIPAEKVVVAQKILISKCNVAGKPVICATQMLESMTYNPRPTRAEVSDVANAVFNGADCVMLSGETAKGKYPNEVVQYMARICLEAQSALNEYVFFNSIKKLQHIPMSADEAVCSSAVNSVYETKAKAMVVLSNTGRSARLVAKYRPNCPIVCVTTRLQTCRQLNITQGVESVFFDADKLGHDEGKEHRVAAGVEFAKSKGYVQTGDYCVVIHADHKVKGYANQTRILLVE
#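 Purified LmPK (0.1 nM) converted ADP (0.1 mM) to ATP with PEP (0.5 mM) in imidazole buffer pH 7.2 with KCl and MgCl2, 1 h at room temperature. ATP was read by Kinase-Glo luminescence; data normalized to uninhibited and no-enzyme controls.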
# Cycloheximide cs: counter-screen hit for Shiga toxin inhibitors, cycloheximide | cell reporter, cycloheximide protein synthesis inhibition counterscreen | max response, % | actives 12% (n = 300,000); in the data active = max response mostly above about 13%, no sharp cut-off; inactive = mostly below about 14%; note: read at 38.3 µM for the half of the compounds with a filed dose; 0% is about no effect
# * = called active by the depositor; ? = inconclusive; · = no result given; & = joins results of further samples; [ ] = another dose, or the depositor's remark. Unless noted, calls come from the whole dose curve; as a rule, active = well fitted curve in the direction sought with a large enough effect; inconclusive = small, poorly fitted or top-dose-only effect, or another doubt; inactive = no such curve, though single readings can be large; an effect the other way counts as inactive or inconclusive.
1	Cc1ccc(C(=O)NNC(=O)c2cc(C)nc3ccccc23)cc1
2	CCc1nnc(NC(=O)C(C)C)s1
3	COc1ccc(C(O)(CCc2ccccc2)CCN2CCCCC2)cc1 (centres undefined)
4	CNC(=S)Nc1cccc([N+](=O)[O-])c1
5	O=C(Nc1ccccc1)Nc1ccc(C(=O)N2CCCC2)cc1
6	CCN(CC)CCCNC(=O)Cn1nc([N+](=O)[O-])c(Cl)c1C
7	CN(CC(=O)Nc1ccccc1Cl)C(=O)CSc1nnc(-c2ccco2)o1
8	CC(=O)NC1=NC(=O)/C(=C/c2cc(C)n(-c3ccc(NC(C)=O)cc3)c2C)S1
screen / no.	1	2	3	4	5	6	7	8
Pf growth 96h	-12%	14%	9%	-20%[5.75 µM]	16%	0%	?	51%
AmpC inh no detg	-10%	-11%	58%	-7%	-8%[2.29 µM]	-16%	25%	117%[activator]
Shiga inhibitor	·	-9	-10	-3	45*	-15	1	43
Tb PYK inh	?	0%	-10%	1%	?	-3%	1%	-8%
Pf growth 48h	-7%	·	?	24%	266%[activator]	?	-13%	42%[activator]
LmPK inh	·	12%	8%	8%	16µM*	5%	-2%	?
Cycloheximide cs	·	-4	-5	-1	19*	1	6	33*

# Limited to Shiga inhibitor (3 entries from above):
no. | structure | Shiga inhibitor
6 | CCN(CC)CCCNC(=O)Cn1nc([N+](=O)[O-])c(Cl)c1C | -15
3 | COc1ccc(C(O)(CCc2ccccc2)CCN2CCCCC2)cc1 (centres undefined) | -10
2 | CCc1nnc(NC(=O)C(C)C)s1 | -9

# Retrieved one by one from the entries so far (three):
7	CN(CC(=O)Nc1ccccc1Cl)C(=O)CSc1nnc(-c2ccco2)o1
6	CCN(CC)CCCNC(=O)Cn1nc([N+](=O)[O-])c(Cl)c1C
3	COc1ccc(C(O)(CCc2ccccc2)CCN2CCCCC2)cc1 (centres undefined)
screen / no.	7	6	3
Pf growth 96h	?	0%	9%
AmpC inh no detg	25%	-16%	58%
Shiga inhibitor	1	-15	-10
Tb PYK inh	1%	-3%	-10%
Pf growth 48h	-13%	?	?
LmPK inh	-2%	5%	8%
Cycloheximide cs	6	1	-5

# (continued)
9	CCOC(=O)CN=C(NS(=O)(=O)c1ccc(Cl)cc1)c1ccccc1
10	CCCOc1cccc(C2C(C(=O)c3cccs3)=C(O)C(=O)N2CCN2CCOCC2)c1 (centres undefined)
11	CCCCn1c(SCC(=O)NNC(=O)c2ccco2)nnc1-c1ccco1
12	CSCCC(NS(=O)(=O)c1ccc2c(c1)oc(=O)n2C)C(=O)NCc1ccc(C)cc1 (centres undefined)
13	O=C(CSc1nccc(=O)[nH]1)Nc1cccc2ccccc12
14	COc1ccc(OC)c(NC(=O)Cn2cccc2)c1
15	COc1cc(C(=S)N2CCCCC2)ccc1OCC(=O)N1CCCC1
16	COc1ccc(-c2c(-c3ccc(OC)cc3O)nc(C)nc2C(F)(F)F)cc1
screen / no.	9	10	11	12	13	14	15	16
Pf growth 96h	8%	-15%	0%	5%	5%	-18%	?	?
AmpC inh no detg	-14%	-8%	1%	-34%	-14%	-7%	-4%	0%
Shiga inhibitor	-14	-4	16	-10	-8	7	9	3
Tb PYK inh	0%	2%	0%	10%	-1%	-1%	-4%	2%
Pf growth 48h	16%	21%[0.00184 µM]	24%	9%	14%	-3%	5%	7.4µM*
LmPK inh	1%	-2%	-8%	2%	0%	-4%	1%	-7%
Cycloheximide cs	-1	-4	-4	1	-1	7	3	-2

17	COc1ccc(NC(=O)c2cc(-c3ccccc3)nc3c2c(C)nn3-c2ccccc2)c(OC)c1
18	COc1ccc(S(=O)(=O)NCC2CCCN(C(=O)CCSC)C2)cc1 (centres undefined)
19	Cc1ccc(OCCCC(=O)Nc2cc(Cl)ccc2-n2cncn2)cc1
20	COC(=O)c1ccc(Oc2c(C)oc3c(CN4CCN(C)CC4)c(O)ccc3c2=O)cc1
21	Cc1cc(F)ccc1NC(=O)c1ccc(NS(=O)(=O)c2cc(C(C)(C)C)ccc2C)cc1
22	O=C(CSCc1nc2scc(-c3cccs3)c2c(=O)[nH]1)Nc1ccccn1
23	O=C(Oc1ccccc1N1C(=O)C2CCCCC2C1=O)c1ccccc1F (centres undefined)
24	C=CCN1C(=O)C(C)(C)Nc2ccccc21
screen / no.	17	18	19	20	21	22	23	24
Pf growth 96h	?	-23%	-21%	?	-22%	1%	34%[activator]	0%
AmpC inh no detg	?	60%	1%	40%	?	-42%	-2%	-26%
Shiga inhibitor	-8	-3	·	-5	-5	2	25	-5
Tb PYK inh	4%	3%	0%	-2%	?	-6%	-1%	9%
Pf growth 48h	?	-10%	?	?	-3%	-8%	38%[activator]	10%
LmPK inh	0%	1%	·	1%	-3%	-4%	3%	3%
Cycloheximide cs	-4	23	·	-2	-4	-4	12	-6

25	CN(Cc1ccc(F)cc1)C(=O)COc1ccc2ccccc2c1
26	COc1cccc2cc(NC(=O)C3CCCCC3)c(=O)oc12
27	Cc1cc(C(=O)OCC(=O)Nc2ccc(F)c(F)c2)c(C)o1
28	O=C(Nc1ccccc1)c1cccc(S(=O)(=O)NC2CCCC2)c1
29	Cn1c(SCc2cccc([N+](=O)[O-])c2)nc2c(c1=O)SCC2
30	CCCCn1c(SCC(=O)NCc2cccs2)nc2c1c(=O)n(C)c(=O)n2C
31	COc1ccc2oc(=O)c(/C(N)=N/NC(=O)c3ccncc3)cc2c1
32	C/C(=N\NC(=O)c1csc2ccccc12)c1ccc(O)cc1
screen / no.	25	26	27	28	29	30	31	32
Pf growth 96h	21%	16%	79%[activator]	12µM*	3.7µM*	9.3µM*	16%	·
AmpC inh no detg	8%	-4%	-28%	?	-16%	-6%	-14%	-38%
Shiga inhibitor	26	41	24	11	-4	-12	-3	32
Tb PYK inh	-2%	-5%	3%	3%	3%	?	-3%	2%
Pf growth 48h	15%	259%[activator]	·	13%	?	·	16%	-12%
LmPK inh	4%	-11%	3%	2%	7%	-1%	-6%	0%
Cycloheximide cs	20	16*	1	2	-4	-2	-3	18*

33	O=S(=O)(NNC(=S)NCC1CCCO1)c1cc(Cl)ccc1Cl (centres undefined)
34	CC(=O)N/C(=C/c1ccc2c(c1)OCO2)C(=O)N1CCOCC1
35	O=C(O)c1cc(S(=O)(=O)N2CCCCCC2)ccc1Cl
36	Cc1ccc(C2=CC(c3cccs3)n3nnnc3N2)cc1 (centres undefined)
37	CCOC(=O)C1=C(N)N(c2ccc(C)cc2)C2=C(C(=O)CCC2)C1c1cccs1 (centres undefined)
38	Cc1ccc(C)c(NC(=O)CN(C)C(=O)COc2cccc3c2OC(C)(C)C3)c1
39	CC(=O)Nc1ccc(S(=O)(=O)N2c3ccccc3C(C)=CC2(C)C)cc1
40	CCN(CC(=O)Nc1c(F)cccc1F)C(=O)CSCC(=O)Nc1cccc(C)c1
screen / no.	33	34	35	36	37	38	39	40
Pf growth 96h	?	20%	-5%	23%	3.7µM*	?	-26%	9%
AmpC inh no detg	-26%	93%[activator]	-22%	-3%	12%	41%	12%	-15%
Shiga inhibitor	-10	·	-15	81	-1	·	-13	·
Tb PYK inh	-1%	1%	-3%	-16%	-7%	3%	-4%	-8%
Pf growth 48h	10%	6%	·	62%[activator]	9.3µM*	19%	-23%	1%
LmPK inh	-3%	3%	10%	1%	3%	·	5%	·
Cycloheximide cs	-3	-3	-2	47*	5	·	-1	·

41	CCCCN(C(=O)c1cccc(S(=O)(=O)N2CCOCC2)c1)c1c(N)n(CCC)c(=O)[nH]c1=O
42	CCO[C@H]1OC(C(N)=O)=C[C@@H](C2CCCCC2)[C@@H]1CCCO
43	COc1ccc2[nH]c(C(=O)N3CCC(CO)(Cc4cccc(C(F)(F)F)c4)CC3)c(C)c2c1
44	CCOC(=O)c1ccc(Oc2nc(SC)nc(N(C)C)n2)cc1
45	CCOC(=O)N1CCC2(CC1)C(C#N)=C(N)OC1=C2C(=O)CCC1
46	COc1ccccc1C(=O)N1c2ccccc2Sc2ccccc21
47	CN(C)CC/C=C1\c2ccccc2Sc2ccc(Cl)cc21
48	Cc1ccc(N2C(=O)CC(Sc3nc(-c4ccccc4)c4cc(Cl)ccc4n3)C2=O)c(C)c1 (centres undefined)
screen / no.	41	42	43	44	45	46	47	48
Pf growth 96h	1%	-20%	?	95%[activator]	-27%	-22%	13µM*	-2%
AmpC inh no detg	-5%	24%	132%[activator]	26%	-1%	-3%	52%	-1%
Shiga inhibitor	-11	-11	7	-2	-6	9	-9	-2
Tb PYK inh	4%	1%	4%	-2%	-6%	-8%	2%&5%	4%
Pf growth 48h	9%	0%	?	?	3%	-40%	15µM*	7%
LmPK inh	2%	4%	4%	-4%	2%	1%	-1%	14%
Cycloheximide cs	-1	1	-2	-1	-3	-7	-3	8

49	Cc1ccccc1CN(c1ccc(C(=O)Nc2ccccc2C(=O)NCc2ccco2)cc1)S(C)(=O)=O
50	CCCc1cc(=O)oc2c(C)c(OCC(=O)NC3CC(C)(C)NC(C)(C)C3)ccc12
51	Cc1ccc(NC2CCCN(C(=O)c3c(C)noc3C)C2)cc1C (centres undefined)
52	Cc1ccc(CNC(=O)C(Cc2ccccc2)NS(=O)(=O)c2ccc3c(c2)CCC(=O)N3)cc1 (centres undefined)
53	COc1cccc(-c2nc(CS(=O)(=O)CC(=O)N3CCc4ccccc4C3)c(C)o2)c1
54	CCOC(=O)c1c(C)[nH]c2c1-c1ccccc1C(=O)C2=O
55	C[C@H](NC(=O)OC(C)(C)C)C(=O)NCC1CCC(C(=O)N[C@@H](Cc2ccccc2)C(=O)O)CC1 (some centres undefined)
56	Oc1cc2c(cc1O)CN(C(=S)NCCc1ccc(Cl)cc1)CCC2
57	O=C(NNc1ccc([N+](=O)[O-])cc1)c1ccccc1F
58	O=C(Nc1ccc2snnc2c1)N1CCSCC1
59	Cc1ccc(OCCC(=O)OCC(=O)Nc2cc(S(=O)(=O)N(C)C)ccc2C)cc1
screen / no.	49	50	51	52	53	54	55	56	57	58	59
Pf growth 96h	·	?	-14%	?	1%	1.5µM*	-9%	?	43%[activator]	-5%	3%
AmpC inh no detg	8%	8%	6%	-25%	22%	-23%	-4%	-31%	-37%	-13%	35%
Shiga inhibitor	-5	-5	-36	-6	13	31	1	·	21	20	5
Tb PYK inh	-8%	-1%	-7%	0%	1%	1%	-2%	?	-7%	1%	-12%
Pf growth 48h	?	?	-2%	·	-9%	1.5µM*	·	?	16%	11%	-9%
LmPK inh	1%	2%	-15%	8%	7%	-1%	-9%	·	-3%	-3%	-3%
Cycloheximide cs	3	1	12	-4	-3	12	1	·	25*	9	8

# Bioassay records: PubChem BioAssay, National Center for Advancing Translational Sciences (NCATS)
